Assay outcomes deposited in PubChem BioAssay by Broad Institute.
DENV2 CPE: inhibitors of DENV2 cytopathic effect, primary screen, cell-based, plate reader, single concentration; DENV2-infected cells, cytopathic effect rescue; CPE inhibition, % at 9.99 µM; 350,000 compounds, 1.7% hits; AID 651640, 2012; in the data active = CPE inhibition above about 20%, passing the limit was not always enough; inconclusive = no clear call, values can overlap the other calls; tested in BHK-21 cells;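 also: 0% = median of neutral control wells and 100% = median of positive control wells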
CASP6 VEID inh: human caspase-6 inhibitors, primary screen, biochemical, VEID-R110 fluorescence, single point, set 2; P55212; purified caspase-6, Z-VEID-R110 cleavage fluorescence; inhibition, % at 12.5 µM; 350,000 compounds, 0.53% hits; AID 686996, 2013;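 active = mean inhibition across replicates at least about 35%, with every replicate also reaching that limit, limit read from the data; inconclusive = only one of the two criteria met; inactive = neither criterion met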;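 also: 0% = median of neutral control wells and 100% = no fluorescence left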
Target sequence (P55212 24-179 limits assumed): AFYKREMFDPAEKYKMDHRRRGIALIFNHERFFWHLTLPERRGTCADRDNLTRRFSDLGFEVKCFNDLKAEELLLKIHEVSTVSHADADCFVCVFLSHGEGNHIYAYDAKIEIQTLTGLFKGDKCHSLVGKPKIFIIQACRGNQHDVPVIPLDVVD
Target sequence (P55212 194-293 limits assumed): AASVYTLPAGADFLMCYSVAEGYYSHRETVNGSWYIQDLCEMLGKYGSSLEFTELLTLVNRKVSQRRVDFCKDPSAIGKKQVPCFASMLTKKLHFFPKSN
miR122 inh: miR-122 Renilla sensor signal increase in Huh7, primary screen, miR-122 inhibitor project, cell-based, single point, plate reader; Huh7 miR-122 Renilla luciferase sensor, 48 h; neutral wells = 0, positive control = 100; activation (reporter increase), % at 12.5 µM; 340,000 compounds, 0.3% hits; AID 602342, 2012;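 active = mean replicate activation score at least 90 and every replicate individually at or above 90; inconclusive = only one of the two criteria met; inactive = neither criterion met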;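 also: higher luciferase means less miR-122 activity so hits act as miR-122 inhibitors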
ERAP1 HTS inh: human ERAP1 aminopeptidase inhibitors, primary screen, biochemical, single point, plate reader | recombinant ERAP1, Leu-AMC fluorescence, 60 min | inhibition, % at 10.7 µM | 340,000 compounds, 0.15% hits | AID 652197, 2013;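 active = mean replicate inhibition of at least 30%, or all replicates individually reaching that 30% level; inactive = mean below 30% and not every replicate reaching it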;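 also: 0% = neutral control wells and 100% = L-leucinethiol positive control wells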
ERp5 block: inhibitors of ERp5-driven insulin aggregation, primary screen, biochemical, turbidity, absorbance 650 nm, single point | 90 min | inhibition, % at 9.99 µM | Protein disulfide-isomerase A6 (Homo sapiens), Q15084 | AID 651711, 2012 | 350,000 compounds, 0.05% hits;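 active = mean replicate inhibition above about 25%, with every replicate also reaching it, limit read from the data, passing the limit was not always enough; inconclusive = only one of those two criteria met; inactive = neither criterion met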
Target sequence (Q15084 whole entry, looked up): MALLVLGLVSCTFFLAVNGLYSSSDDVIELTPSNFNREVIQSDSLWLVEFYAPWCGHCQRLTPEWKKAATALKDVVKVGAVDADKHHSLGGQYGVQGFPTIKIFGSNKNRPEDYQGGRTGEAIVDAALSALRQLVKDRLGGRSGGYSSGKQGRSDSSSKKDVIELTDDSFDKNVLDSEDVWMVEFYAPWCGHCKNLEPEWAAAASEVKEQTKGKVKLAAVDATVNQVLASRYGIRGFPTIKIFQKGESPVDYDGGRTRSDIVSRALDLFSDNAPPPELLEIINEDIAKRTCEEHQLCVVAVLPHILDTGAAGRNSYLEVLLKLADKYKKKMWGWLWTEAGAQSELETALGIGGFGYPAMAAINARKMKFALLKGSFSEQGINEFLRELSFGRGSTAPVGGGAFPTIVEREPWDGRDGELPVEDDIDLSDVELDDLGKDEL
SIRT5 inh: SIRT5 desuccinylase inhibitors, primary screen, biochemical, fluorescence imaging, single point, set 5 | inhibition, % at 15 µM | NAD-dependent protein deacylase sirtuin-5, mitochondrial (Homo sapiens), Q9NXA8 | 330,000 compounds, 1.1% hits | Purified SirT5, succinyl-peptide AMC, trypsin-coupled fluorescence; in the data active = inhibition above about 15%; inconclusive = no clear call, values can overlap the other calls
Target sequence (Q9NXA8 whole entry, looked up): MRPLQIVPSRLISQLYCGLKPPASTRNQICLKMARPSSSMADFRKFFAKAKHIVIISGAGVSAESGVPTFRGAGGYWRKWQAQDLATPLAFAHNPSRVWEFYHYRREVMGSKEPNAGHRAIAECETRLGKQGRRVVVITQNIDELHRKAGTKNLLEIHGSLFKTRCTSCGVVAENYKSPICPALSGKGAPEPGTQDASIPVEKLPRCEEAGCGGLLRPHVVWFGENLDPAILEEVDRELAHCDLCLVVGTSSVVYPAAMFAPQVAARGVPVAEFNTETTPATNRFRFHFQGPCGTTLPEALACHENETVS
CFTR F508del cor: F508del CFTR correction, initial screen, CFBE line, single point; CFBE cells, YFP halide quenching; stimulated with forskolin plus potentiator P3; % fluorescence drop versus neutral controls; activity (quench increase), % at 7.58 µM; 350,000 compounds, 0.36% hits;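 active = mean added fluorescence quench of at least 8% versus neutral control, with both replicates also reaching 8%; inconclusive = only one of the mean or replicate conditions met; inactive = mean below 8% and not both replicates reaching 8%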;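 also: cells transiently co-express mutant CFTR-F508del with the halide-sensitive YFP; corrector assay measuring rescue of mutant channel to the surface after 24 h compound exposure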
Starred values were filed as active, the others as inactive; ? = inconclusive; · = not tested or not shown; & = joins results of further samples; [ ] = another dose, or the depositor's remark.

SMILES	DENV2 CPE	CASP6 VEID inh	miR122 inh	ERAP1 HTS inh	ERp5 block	SIRT5 inh	CFTR F508del cor
O=C(/C=C\N1CCOCC1)c1ccc(Br)cc1	-1	2	-3	0	2	2	0.7
O=C(Nc1ccc(Cl)cc1)N[C@@H]1CC[C@H](CCn2cc(Cc3ccccc3)nn2)O[C@@H]1CO	9	3	·	-3	-2	-2	-0.8
C[C@H](CO)N1C[C@H](C)[C@@H](CN(C)C(=O)Nc2ccc3c(c2)OCCO3)OCc2cnnn2CCCC1=O	4&4	-1&-2	-1	-1&0	-1&0	-6&-2	-0.1&-1.1
Cc1ccccc1-c1noc(CCC(=O)NC2CCCCC2)n1	6	0	·	0	1	3	-1.0
CNC(=O)C[C@@H]1CC[C@@H]2[C@H](COC[C@@H](O)CN2C(=O)c2ccccn2)O1	-3	0	-3[16.7 µM]	-7	4	-1	3.1
CC(C)[C@H](NC(=O)N1CCn2c1nc1ccccc12)C(=O)NCc1ccco1	7	2	-1	1	1	-2	1.9
O=c1cc(-c2ccc(O)cc2)oc2c(-c3c(O)cc(O)c4c(=O)cc(-c5ccc(O)cc5)oc34)c(O)cc(O)c12	-11	11	0	9	3	·	2.1
Cc1ccccc1OCC(=O)Nc1cccc(C(=O)O)c1	·	5	·	-11	5	-4	1.5
O=Cc1ccc(N2CCCC2)c(F)c1	·	1	-6	-1	6	-2	·
CCS(=O)(=O)Nc1ccc2c(c1)C(=O)N(C)[C@H]1CC[C@@H](CC(=O)OC)O[C@H]1CO2	13	-3	27[16.7 µM]	2	4	-6	1.5
CCCCN(C(=O)CSc1nc2ccccc2n1CC)C1CCS(=O)(=O)C1 (stereo not given)	-11	-3	-6	2	-4	-3	2.3
COc1ccc(CNS(=O)(=O)c2ccc3c(c2)NC(=O)CS3)cc1	-1	4	·	0	-4	-2	-2.7
COc1ccc2c3c(n(C)c2c1)[C@H](CO)N(C(C)=O)CC31CN(S(=O)(=O)c2ccccc2)C1	-10	0	·	-5	-1	2	0.7
O=S(=O)(c1ccccc1)N1CCN(CCc2ccccc2)CC1	-1	-2	-5	0	5	·	2.8
C/C(=N\NC(=S)Nc1ccc(C)c(C)c1)c1ccc(N2CCOCC2)cc1	·	-2	·	-1	0	-2	2.7
CCCNC(=O)C1CN(S(=O)(=O)c2ccc(C)cc2)c2ccccc2O1 (stereo not given)	0	-2	·	0	5	-2	0.4
COc1ccccc1OCC(=O)Nc1ccccc1C(=O)NC1CC1	-3	1	5	2	5	-4	-0.5
N#CC1=C(S)N(c2ccccc2)C(c2ccc(-c3ccc(Cl)c(Cl)c3)o2)NC1=O (stereo not given)	5	8	27	-3	-5	4	-9.5
COCCNc1nc(C)cc(-c2cc(-c3ccc(Cl)cc3)on2)n1	-1	-3	-18	5	4	-3	1.0
CC(C)Cn1c(=O)c2sccc2n2c(CCCC(=O)NC3CCN(Cc4ccccc4)CC3)nnc12	4	-2	·	1	0	-1	-2.4
COc1cc(OC)cc(-c2c(-c3cccs3)c3cc(-c4ccc(OCc5ccccc5)cc4)ccc3n2C)c1	-10	-1	15	-2	0	2	-2.9
C[C@H](CO)N1C[C@H](C)[C@@H](CN(C)C(=O)C2CCOCC2)Oc2ncc(C#CC3(O)CCCC3)cc2C1=O	2	-4	-9[16.7 µM]	3	0	-3	0.5
COc1ccc(S(=O)(=O)N[C@H]2CC[C@@H](CCn3cc(C(C)C)nn3)O[C@@H]2CO)cc1	1	1	-6[16.7 µM]	-1	3	-1	-0.8
CCOCCCn1c(SCC(=O)Nc2cc(OC)ccc2OC)nc2ccccc2c1=O	-7	1	-10	3	4	-3	2.2
COCCCNc1nc2nonc2nc1N1CCN(Cc2cccc(C)c2)CC1	2	2	-2	-3	2	4	3.5
Other results
SMILES	DENV2 CPE	CASP6 VEID inh	miR122 inh	ERAP1 HTS inh	ERp5 block	SIRT5 inh	CFTR F508del cor
COc1ccc(Br)cc1C1CC(=O)C(C)C(c2cc(Br)ccc2OC)N1 (stereo not given)	1	-2	·	2	2	1	4.2
CC(C)(C)C1CCc2c(sc3nc(SCC(=O)O)nc(N)c23)C1 (stereo not given)	2	3	5	2	3	3	0.7
Cc1csc(=O)n1CC(=O)OCC(=O)NCc1ccc(F)cc1	-8	59*	-3	-1	4	-2	-4.9
O=C(O)c1ccccc1C(=O)NC1CCCCNC1=O (stereo not given)	11	-2	·	-3	·	-6	-0.2
Cc1ccc(NC(=O)CCNS(=O)(=O)c2ccc3c(c2)CCC(=O)N3)cc1F	7	1	11	4	0	-4	-0.3
O=C(CCS(=O)(=O)c1ccccc1)Nc1ccccc1-c1nc2ccccc2s1	-7	-9	·	-2	6	-4	-0.3
CNC(=O)C[C@@H]1CC[C@@H]2[C@@H](COc3ccc(NC(=O)c4cccc(F)c4)cc3C(=O)N2C)O1	-3&18	0&-2	-2&-5[16.7 µM]	-1&1	-1&1	-2&-2	-2.3&-1.4
Cc1ccc(/C=C(\C#N)C(=O)NCc2ccco2)o1	?	1	·	0	5	0	0.0
Cc1ccc(C(C)NC(=O)C23CC4CC(CC(C4)C2)C3)cc1 (stereo not given)	13	0	·	6	2	-4	-16
COc1ccc(NC(=O)Nc2cccc3c2O[C@@H](CN(C)Cc2ccc(-c4ccccc4)cc2)[C@H](C)CN([C@@H](C)CO)C3=O)cc1	-3	2	9[16.7 µM]	3	5	2	-0.5
C(CCN1CCOCC1)CN1CCOCC1	12	-7	-4	-1	0	·	-0.4
COc1ccc(S(=O)(=O)Nc2ccc3c(c2)C(=O)N([C@@H](C)CO)C[C@H](C)[C@@H](CN(C)C(=O)Nc2ccc(C(F)(F)F)cc2)OCCCC[C@H](C)O3)cc1	106*	-2	5[16.7 µM]	-2	3	11	-1.3
C[C@H](CO)N1C[C@H](C)[C@@H](CN(C)C(=O)C2CCCCC2)Oc2ncc(C#Cc3cccc(F)c3)cc2C1=O	9	2	3[16.7 µM]	1	6	1	5.2
CCNC(=O)C[C@H]1CC[C@H]2[C@@H](COC[C@@H](O)CN2C(=O)c2cc(Cl)cc(Cl)c2)O1	20	1	-6[16.7 µM]	5	-1	2	-0.4
Cc1cc(C)cc(OC(=O)CCN2C(=O)C3C4C=CC(C5CC45)C3C2=O)c1 (stereo not given)	5	-6	·	-2	-1	-2	-5.8
O=[N+]([O-])c1cc(S(=O)(=O)N2CCCCC2)ccc1NCCCN1CCOCC1	·	·	-1	-3	-10	-1	-2.8
Cc1ccc(C)c(S(=O)(=O)N2CCN(C(C)C(=O)Nc3ccccc3-c3ccccc3)CC2)c1 (stereo not given)	-2	35*	·	-5	2	1	·
COc1cccc(OC)c1C(=O)OCC(=O)N1CC(C)CC(C)C1 (stereo not given)	-7	-6	0	-7	2	-2	-1.5
C[C@@H]1CN([C@H](C)CO)C(=O)c2cc(NC(=O)NC3CCCCC3)ccc2O[C@H]1CN(C)CC1CCCCC1	-17	1	2[16.7 µM]	2	-2	0	0.0
COc1cc(Cl)ccc1OCc1cc(C(=O)N(C)Cc2cccc3cnccc23)no1	9	-1	-5	-5	3	-1	4.4
COc1ccc(CN(C)C[C@H]2OCCCC[C@H](C)Oc3ccc(NS(=O)(=O)c4cn(C)cn4)cc3C(=O)N([C@H](C)CO)C[C@@H]2C)cc1	-6	-2	7[16.7 µM]	-7	1	0	0.4
C[C@@H]1CN([C@H](C)CO)C(=O)Cc2cc(NC(=O)NC3CCCCC3)ccc2O[C@@H]1CN(C)Cc1ccc(C(=O)Nc2ccccc2N)cc1	28*	-4	·	0	1	8	-1.9
O=C(Nc1ccc(C(=O)N2CCOCC2)cc1)c1ccccc1	8	-1	-4	-3	7	-3	-3.5
Cc1cc(C(=O)Nc2ccc(F)cc2C)n(-c2ccccc2)n1	-5	5	·	-5	2	-3	0.0
COC(=O)c1cncn1Cc1ccccc1	-1	-4	·	-5	-2	0	0.6
New compounds follow
SMILES	DENV2 CPE	CASP6 VEID inh	miR122 inh	ERAP1 HTS inh	ERp5 block	SIRT5 inh	CFTR F508del cor
CCN(C(=O)CN1C(=O)/C(=C/c2ccc(F)cc2)SC1=S)C1CCS(=O)(=O)C1 (stereo not given)	-2	1	0	5	2	-1	1.3
Cc1cc(C)cc(NC(=O)N2C3CCCC2CC(NC(=O)C2CC2)C3)c1 (stereo not given)	5	-4	3	-3	4	-5	0.5
COCC(=O)N(C)C[C@H]1Oc2cc(C#CC(C)C)ccc2S(=O)(=O)N([C@@H](C)CO)C[C@H]1C	-3	·	-9[16.7 µM]	·	·	·	-2.6
Cc1ccccc1OCC(=O)NCC(=O)OCC(=O)c1ccc([N+](=O)[O-])cc1	3	1	0	-3	2	-2	-1.3
CC(=O)NC(c1ccccc1)c1nc(/C=C/c2ccccc2)cs1 (stereo not given)	-6	-1	-3	-3	-3	·	1.5
C[C@H](NC(=O)C[C@H]1CC[C@@H](NC(=O)c2cccnc2)[C@H](CO)O1)c1ccccc1	-1	-1	-3[16.7 µM]	-1	-2	0	-1.9
COc1ccc(CN(C)C[C@@H]2Oc3ccc(NC(=O)Cn4cnnn4)cc3CC(=O)N([C@H](C)CO)C[C@H]2C)cc1	1	-2	-7[16.7 µM]	2	0	1	-3.2
COCC(O)Cn1ccnc1N=Nc1ccccc1 (stereo not given)	-1	0	-5	4	3	·	0.1
CCC1CN(C(=O)NCc2ccc(C)cc2)c2ccccc2O1 (stereo not given)	2	-1	1	1	1	-6	2.7
O=C(O)c1ccccc1-c1ccccc1C(=O)NCCc1ccccc1	-3	0	-3	-1	3	-2	-1.6
COc1ccc(Br)c(C(=O)OCC(=O)NC2CC2)c1	4	1	·	2	4	-4	1.2
COc1ccc(NC(=O)Nc2ccc3c(c2)C(=O)N([C@H](C)CO)C[C@H](C)[C@@H](CN(C)S(=O)(=O)c2ccc(Cl)cc2)OCCCC[C@H](C)O3)cc1	4	-1	-3[16.7 µM]	2	5	1	-2.8
O=C(CN1CCCCCC1)NN(Cc1ccccc1)c1ccccc1	0	-4	·	·	-4	9	-1.4
C[C@H](CO)N1C[C@H](C)[C@@H](CN(C)Cc2ccc(C(=O)O)cc2)Oc2c(NC(=O)Cc3ccccc3)cccc2C1=O	53*	2	-1	2	1	2	0.7
C[C@H](CO)N1C[C@H](C)[C@@H](CN(C)Cc2ccc(C(=O)O)cc2)Oc2ccc(NC(=O)c3ccncc3)cc2C1=O	4	2	-6[16.7 µM]	2	3	-2	-5.4
COCCSc1ccccc1C(=O)Nc1cc([N+](=O)[O-])ccc1OC	-5	-1	·	-4	4	-1	18*
O=C(NCc1cccs1)c1ccc([N+](=O)[O-])cc1	2	1	·	-2	-4	0	·
O=C(C1CCCCC1)N1CC(=O)N2[C@@H](CO)[C@H](c3ccc(Br)cc3)[C@@H]2C1	-1	4	·	0	3	0	1.9
N#CCC(=O)N/N=C/c1cc(Br)ccc1OCc1cccc2ccccc12	-2	2	·	0	-3	-3	-0.1

Sorted by value in SIRT5 inh (descending): 4 from the list above
compound,DENV2 CPE,CASP6 VEID inh,miR122 inh,ERAP1 HTS inh,ERp5 block,SIRT5 inh,CFTR F508del cor
C[C@H](CO)N1C[C@H](C)[C@@H](CN(C)Cc2ccc(C(=O)O)cc2)Oc2c(NC(=O)Cc3ccccc3)cccc2C1=O,53*,2,-1,2,1,2,0.7
CCN(C(=O)CN1C(=O)/C(=C/c2ccc(F)cc2)SC1=S)C1CCS(=O)(=O)C1 (stereo not given),-2,1,0,5,2,-1,1.3
C[C@H](CO)N1C[C@H](C)[C@@H](CN(C)Cc2ccc(C(=O)O)cc2)Oc2ccc(NC(=O)c3ccncc3)cc2C1=O,4,2,-6[16.7 µM],2,3,-2,-5.4
N#CCC(=O)N/N=C/c1cc(Br)ccc1OCc1cccc2ccccc12,-2,2,·,0,-3,-3,-0.1
